# Compound activity as filed in PubChem BioAssay.
# TRPML3 agonist: human TRPML3 channel agonists, primary screen, cell-based, HEK293 TRPML3-YFP, Fluo-8 calcium fluorescence, 3 µM. activation, % at 3 µM. 100% = the carbachol control signal. Mucolipin-3 (Homo sapiens), Q8TDD5. 0.29% of 220,000 active;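 active means activation above its plate's cutoff, the mean activation of the plate's test wells plus 3 SD, cut at about 12% in these data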;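 further: 0% = DMSO only wells and 100% = carbachol wells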
# Target sequence (Q8TDD5 whole entry, looked up): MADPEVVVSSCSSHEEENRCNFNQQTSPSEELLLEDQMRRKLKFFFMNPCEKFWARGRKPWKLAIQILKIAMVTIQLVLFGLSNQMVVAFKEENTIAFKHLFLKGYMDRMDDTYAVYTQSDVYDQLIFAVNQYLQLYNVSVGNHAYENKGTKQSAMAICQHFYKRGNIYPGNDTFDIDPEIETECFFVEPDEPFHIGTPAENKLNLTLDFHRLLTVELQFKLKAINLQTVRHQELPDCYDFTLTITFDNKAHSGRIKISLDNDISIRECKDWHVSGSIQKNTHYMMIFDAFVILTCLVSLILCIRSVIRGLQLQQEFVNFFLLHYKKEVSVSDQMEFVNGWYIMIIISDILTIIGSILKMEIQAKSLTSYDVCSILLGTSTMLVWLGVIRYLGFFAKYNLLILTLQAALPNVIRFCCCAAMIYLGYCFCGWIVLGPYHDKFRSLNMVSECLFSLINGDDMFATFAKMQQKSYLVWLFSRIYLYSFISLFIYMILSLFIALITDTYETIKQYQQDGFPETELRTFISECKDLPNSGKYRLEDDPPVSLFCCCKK
#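 Material: TRPML3-YFP stable HEK293 cells | Dosing: One concentration, 3 µM nominal, 0.3% DMSO | Timing: 125 s total fluorescence read per well | Technique: Fluo-8 calcium dye fluorescence, ex 470-495, em 515-575 nm | Measure: Percent activation from peak-to-basal fluorescence ratio, scaled between DMSO and carbachol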
# RBBP9 inh: human RBBP9 inhibitors, primary screen, biochemical, fluorescence polarization, FP-Rh probe, HTS | recombinant RBBP9 | inhibition, % at 7.94 µM | 0.2% of 220,000 active;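 active means inhibition above the campaign mean of all tested compounds plus 3 SD, cut at about 14% in these data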;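 further: plate controls were DMSO wells with RBBP9 for no effect and wells lacking RBBP9 protein for full effect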
# Target sequence (O75884 whole entry, looked up): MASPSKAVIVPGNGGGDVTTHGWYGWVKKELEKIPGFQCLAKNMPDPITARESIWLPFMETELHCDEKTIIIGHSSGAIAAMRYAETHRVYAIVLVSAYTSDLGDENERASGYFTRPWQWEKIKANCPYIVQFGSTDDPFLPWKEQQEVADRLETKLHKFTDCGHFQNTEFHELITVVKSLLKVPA
#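 Assay system: recombinant human RBBP9; Reagent: Serine-hydrolase probe FP-Rh, 375 nM pre-mixing; Doses: 7.94 µM single dose, 0.794% DMSO; Incubation: 30 min then 45 min, 25 °C; Detection: fluorescence polarization (mP), excitation 525 nm, emission 598 nm; Evaluation: percent inhibition from mP, scaled between DMSO and no-protein wells.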
# CHOP inhibitor: inhibitors of CHOP promoter induction, primary screen, cell-based, unfolded protein response, luciferase reporter | CHO-K1 CHOP-promoter luciferase, tunicamycin-induced, 15-18 h | inhibition, % at 10 µM | 3.8% of 220,000 active | AID 2732, 2010;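 active means compounds that reduced the stress-induced luciferase reporter signal by more than about 70% of percent inhibition, limit read from the data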;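 further: 0% = tunicamycin plus vehicle and 100% = wells without tunicamycin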
# BaF3 tox: parental Ba/F3 cell viability inhibition, counter-screen for JAK2V617F inhibitor project, murine pro-B, CellTiter-Glo luminescence; CellTiter-Glo ATP luminescence; inhibition, % at 5.6 µM; 1.1% of 220,000 active; AID 1486, 2009;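 active means inhibition above a per-campaign cutoff, the mean inhibition of all tested compounds plus 3 SD, cut at about 27% in these data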;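 further: 0% = DMSO wells and 100% = JAK Inhibitor I control wells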
# PPC-1+TRAIL kill: compounds killing PPC-1 cancer cells with TRAIL present, primary screen, TRAIL potentiator project, ATPLite luminescence, uHTS; PPC-1 cells + TRAIL, ATPLite viability luminescence; cell killing (% activity), % at 4 µM; 0.41% of 220,000 active; AID 1443, 2008;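 active means cell killing above 50% in the first pass at 4 µM, then a duplicate retest at 5 µM averaging 50% or more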;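 further: plate controls were cells with TRAIL plus DMSO for no effect and medium-only wells lacking cells for full effect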
# Ba/F3 V617F tox: reduced viability of JAK2V617F-dependent Ba/F3 cells, primary screen, JAK2V617F inhibitor project, cell-based, Ba/F3 EpoR-JAK2V617F, luminescence; 1.1% of 220,000 active; inhibition, % at 5.6 µM; ATP luminescence;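 active means inhibition above the campaign mean plus 3 SD over all tested compounds, cut at about 24% in these data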;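 further: cytokine-independent growth of Ba/F3 cells driven by EpoR plus mutant JAK2; 0% = DMSO-treated cells and 100% = JAK inhibitor I control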
# TNF necrop inh: inhibitors of TNF-alpha triggered necroptosis, primary screen, cell-based, Jurkat FADD-/-, single concentration; 0.068% of 220,000 active; activation (protection from cell death), % at 10 µM; Jurkat FADD-/- TNF necroptosis rescue, ATP luminescence, 24 h; 0 = TNF only, 100 = no-TNF cells;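 active means activation, meaning protection from cell death, of at least 50% relative to plate controls; inactive means activation below 50%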;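 further: necroptosis triggered by 40 ng/mL TNF-alpha added together with compound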
# Wee1 degr inh: Wee1 degradation inhibitors, primary screen, cell-based, HeLa, Wee1K328M-luciferase, luminescence; Wee1-like protein kinase (Homo sapiens), P30291; HeLa Luc-Wee1K328M stability; 100% = proteasome inhibitor MG132 effect; reporter increase, % at 5 µM; 1.2% of 220,000 active;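 active means activation above the mean of all tested compounds plus 3 SD, set per screening run, cut at about 8.8% in these data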;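 further: cells exposed to compound for 20 h before luminescence read; 0% = DMSO alone and 100% = MG132 at 30 µM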
# zfTRPN1 agonist: zebrafish TRPN1 channel agonists, primary screen, cell-based, HEK293, calcium fluorescence; HEK293 zebrafish TRPN1-YFP, Fluo-8 calcium fluorescence; 100% = response to 87 µM carbachol; AID 1424, 2008; transient receptor potential cation channel N1 (TRPN1/NompC), Danio rerio; 0.18% of 220,000 active; activation, % at 3 µM;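 active means activation above its plate's cutoff, the mean activation of test wells on that plate plus 3 SD, cut at about 19% in these data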;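 further: 0% = DMSO alone and 100% = 87 µM carbachol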
#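 Assay system: Zebrafish TRPN1-YFP in HEK293 cells | Incubation: Dye loading 1 h at 37 °C, then 30 min room temperature | Measured by: Kinetic Fluo-8 fluorescence, ex 470-495, em 515-575 nm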
# Active calls of the source: *; x = not tested or not shown.
# Start of the data: the first 4 records, ahead of the listing:
SMILES,TRPML3 agonist,RBBP9 inh,CHOP inhibitor,BaF3 tox,PPC-1+TRAIL kill,Ba/F3 V617F tox,TNF necrop inh,Wee1 degr inh,zfTRPN1 agonist
Cc1cc(C)cc(N2C(=O)CC(n3ccnc3)C2=O)c1 (centres undefined),0.9,4.3,9.5,3.0,-2.4,0.2,-0.5,4.4,1.2
CCOc1ccc(C(C)=O)cc1Cn1nc(C(=O)O)c2ccccc2c1=O,-0.6,-8.2,35.6,0.0,2.2,-2.3,-3.6,-0.3,-0.6
CCOC(=O)c1c(N)sc(C(=O)Nc2ccccc2F)c1C,-0.5,-6.7,-18.7,8.2,36.8,4.9,-2.8,1.4,-0.1
Cc1ccccc1Cn1nc(C)c(NC(=O)c2cc(-c3cccs3)on2)c1C,-0.1,3.7,39.1,-0.3,7.3,-3.3,0.3,-1.6,-0.8

# The listing, from the start:
SMILES,TRPML3 agonist,RBBP9 inh,CHOP inhibitor,BaF3 tox,PPC-1+TRAIL kill,Ba/F3 V617F tox,TNF necrop inh,Wee1 degr inh,zfTRPN1 agonist
Cc1cc(C)cc(N2C(=O)CC(n3ccnc3)C2=O)c1 (centres undefined),0.9,4.3,9.5,3.0,-2.4,0.2,-0.5,4.4,1.2
CCOc1ccc(C(C)=O)cc1Cn1nc(C(=O)O)c2ccccc2c1=O,-0.6,-8.2,35.6,0.0,2.2,-2.3,-3.6,-0.3,-0.6
CCOC(=O)c1c(N)sc(C(=O)Nc2ccccc2F)c1C,-0.5,-6.7,-18.7,8.2,36.8,4.9,-2.8,1.4,-0.1
Cc1ccccc1Cn1nc(C)c(NC(=O)c2cc(-c3cccs3)on2)c1C,-0.1,3.7,39.1,-0.3,7.3,-3.3,0.3,-1.6,-0.8
Cc1nn(C(C)C(=O)NCc2ccco2)c(C)c1[N+](=O)[O-] (centres undefined),1.0,-6.5,-2.8,-0.5,-0.8,-1.6,0.1,-1.3,3.1
CCOc1ccc(-c2nc(CN(Cc3ccccc3)C[C@@H]3CCC(=O)N3)c(C)o2)cc1,-0.1,-5.7,-1.1,6.0,10.9,-0.8,-1.3,-1.7,1.2
O=C(NCCOc1ccccc1Cl)c1ncn[nH]1,0.2,-11.4,12.1,8.1,x,-0.3,0.0,-2.2,-0.5
O=C(O)C1(P(=O)(c2ccccc2)c2ccccc2)CCC1,1.0,-2.1,8.1,5.8,-2.8,1.8,2.2,2.2,0.1
CCN(C(=O)CSc1ccc2ccccc2n1)C1CCS(=O)(=O)C1 (centres undefined),0.4,-8.5,-5.0,7.8,15.8,-0.1,0.1,1.0,0.8
CN(C)C(=O)N1CCC(C(=O)N2CCCC(C(=O)c3ccc(C(C)(C)C)cc3)C2)CC1 (centres undefined),2.4,-6.7,-0.8,7.9,9.8,0.9,5.3,-0.6,0.6
CC1CCCCC12NC(=O)N(CC(=O)Nc1sc3c(c1C(N)=O)CCC3)C2=O (centres undefined),-0.1,-14.6,8.9,3.9,16.1,-0.6,1.3,3.5,-0.5
Cc1ccc(S(=O)(=O)Oc2ccc(/C=C(/NC(=O)c3ccccc3)C(=O)NC(C)C(=O)O)cc2)cc1 (centres undefined),-0.1,-0.3,35.4,1.3,4.4,-3.6,0.2,-0.5,-0.6
CCN1CCC(NC(=O)Nc2cccc(C(F)(F)F)c2)CC1,0.4,9.3,-0.7,-0.7,22.2,-1.5,2.7,1.6,0.9
CCSc1nnc(NC(=O)Cc2ccccc2OC)s1,-0.4,-1.8,8.1,0.1,27.6,-0.8,-0.2,0.9,1.4
CC(=O)N/N=C(\C)c1cccc(NC(=O)c2cccs2)c1,0.4,-9.8,8.3,1.4,47.5,4.1,0.9,-1.8,1.5
CCOC(=O)C1=c2/c(=C/c3ccccc3OC)c(N)c(C#N)n2C(=O)C(c2ccccc2OC)S1 (centres undefined),1.3,0.8,21.6,4.7,-13.2,-4.7,-0.3,8.0,1.0
Cc1ccc2cc(CCNS(=O)(=O)c3ccc(F)cc3)c(=O)[nH]c2c1,0.9,-4.8,18.9,1.9,-0.5,0.8,0.6,5.1,1.8
CC(C)CCn1nnnc1C(c1ccccc1)N1CCN(C)CC1 (centres undefined),1.0,-7.0,1.6,4.2,-11.2,2.8,1.9,-1.4,3.5
CCC(=O)c1ccc(OCc2ccccc2)c(OC)c1,-0.2,-8.2,36.0,5.4,8.7,-0.5,0.0,0.9,-2.1
COc1cccc(Nc2ccc(Nc3cccc(OC)c3)nn2)c1,-0.5,1.6,14.6,5.9,27.4,3.2,2.8,-1.4,1.6
O=C(Nc1ccc(-c2nc3ccccc3s2)c(O)c1)C1=COCCO1,1.0,-12.3,71.6*,6.6,36.1,0.5,2.0,0.9,-1.4
Cc1ccccc1NC(=O)C1CCN(C2=NS(=O)(=O)c3ccccc32)CC1,1.3,-9.8,-9.9,3.6,x,0.2,0.2,10.3*,1.3
COc1ccc(F)cc1S(=O)(=O)N1CCCCC1,0.9,5.7,10.6,-3.0,-2.7,-4.9,2.1,2.9,1.9
c1ccc(-c2nn3c(-c4ccccc4)nnc3s2)cc1,0.3,-11.4,2.1,0.4,35.8,-1.8,-0.7,-1.6,2.9
CCC(=O)N1CCN(c2ccc(NC(=S)NC(=O)C(C)C)cc2)CC1,0.8,-6.7,11.2,4.2,-26.1,3.1,0.5,1.8,0.6
CCOC(=O)c1c[nH]c2c(C(F)(F)F)cccc2c1=O,0.6,3.6,4.0,2.0,6.8,-3.8,1.3,-1.0,-0.7
CCOC(=O)Cn1c(CN(C)Cc2ccccc2)nc2c1c(=O)n(C)c(=O)n2C,0.4,-2.8,x,3.5,x,-1.7,-2.2,-0.3,1.4
Cc1ccc(C(=O)COC(=O)c2ccccc2NC(=O)c2ccccc2)cc1[N+](=O)[O-],1.1,-7.4,40.2,2.3,-2.1,-2.1,2.0,-0.9,1.3
CCN(CC)c1cc(C)c2cc(NC(=O)c3ccc(Br)o3)ccc2n1,-0.2,-8.8,25.2,3.8,23.9,-1.4,1.4,-2.8,-1.1
O=S(=O)(/N=C/c1ccccc1O)c1cccs1,1.5,0.1,21.5,5.1,10.0,-1.0,-1.5,6.9,1.0
O=C(CN(CCc1ccccc1)S(=O)(=O)c1ccc(Cl)cc1)N/N=C/c1ccccc1C(=O)O,-0.2,-10.7,-4.7,6.9,-5.7,7.0,-0.2,-2.1,-1.0
Clc1cccc(Cl)c1/C=C/c1nc2ccccc2[nH]1,-1.2,-17.6,42.4,7.2,47.4,5.7,-9.8,0.8,-2.4
Cc1ccc2nc(N3C(=O)C(O)=C(C(=O)c4cc5ccccc5o4)C3c3cccs3)sc2c1 (centres undefined),0.1,-8.0,33.6,0.7,22.7,-3.0,-4.1,3.3,1.2
COc1cc2c(cc1OC)C(C(=O)NCC1COc3ccccc3O1)C(c1cccnc1)N(C)C2=O (centres undefined),0.6,1.0,-8.8,0.9,13.7,-3.1,2.4,-1.6,-0.3
CCCCCC(=O)OC(CN1CCCCCC1)CN1CCCC1=O (centres undefined),-0.3,0.8,15.2,-0.2,-1.1,-2.3,0.4,-1.4,-0.2
CCOc1ccc(NC(=O)C2C3CCC4C(CCC32)C4(Cl)Cl)cc1 (centres undefined),1.0,3.9,-20.3,0.9,12.0,-2.5,1.0,-1.2,-0.8
c1cnc2nc(CSc3ncn[nH]3)cn2c1,0.1,-0.4,15.4,2.8,5.3,-1.0,0.5,0.5,0.4
COc1ccc(C2C3=C(CC(C)(C)CC3=O)Nc3c2c(=O)n(C)c(=O)n3C)cc1OC (centres undefined),-0.5,-6.6,1.8,6.7,-3.5,2.3,0.2,-5.0,0.1
COc1ccc(/C(N)=N/OC(=O)COc2ccccc2Cl)cc1,-0.1,0.8,32.0,4.0,13.0,-1.1,4.3,0.7,-0.9
Cc1noc(NS(=O)(=O)c2ccc(N/C=C\C(=O)c3ccc4c(c3)OCO4)cc2)c1C,0.8,-3.7,-9.4,6.6,10.8,0.2,0.3,2.7,2.4
Cc1cccc(C(=O)NC(=S)Nc2ccc(S(=O)(=O)N(C)c3ccccc3)cc2)c1,0.2,-18.2,28.3,5.1,15.1,0.6,-2.6,1.8,0.8
COc1ccc(N2C(=O)CSC2c2ccccc2[N+](=O)[O-])cc1 (centres undefined),-0.2,-1.9,9.3,3.1,-0.3,-4.2,3.1,-1.2,0.2
CC(=O)c1ccc(NC(=O)COC(=O)c2ccccc2Sc2ccccc2C#N)cc1,0.5,-3.9,12.0,3.3,10.2,-4.8,2.1,-2.0,1.6
C=CC[n+]1c(-c2ccc(Cl)cc2Cl)csc1Nc1c(C)n(C)n(-c2ccccc2)c1=O,0.2,-2.9,52.4,3.0,-2.8,1.5,-6.8,-3.1,1.1
COc1ccccc1OCc1csc(NC(=O)c2ccco2)n1,1.1,-4.0,12.1,0.1,-10.2,-3.1,-0.4,-3.3,2.0
Cc1csc(NC(=O)CCc2c(C)nc3cc(-c4cccc(F)c4)nn3c2C)n1,0.8,-9.7,62.5,5.6,15.8,-1.4,-2.0,-2.9,-0.9
O=C(/C(=C(\O)c1ccccc1)c1nc2ccccc2[nH]1)c1ccccc1,-0.1,-7.5,-5.2,0.2,14.6,-2.0,4.5,-1.0,1.5
COc1cc(CNC(C)(C)C)cc(Br)c1OCc1cccs1,0.6,-6.2,-7.4,3.6,21.0,0.8,-0.6,-0.5,1.1
O=C1c2ccccc2NC2(CCCCC2)N1N=C1CCCCC1,0.5,-3.1,0.0,2.0,8.4,-3.4,1.2,1.6,-0.8
Cc1nn(C)c(C)c1S(=O)(=O)N1CCc2ccccc21,1.2,6.3,10.6,6.6,-5.6,-0.6,-0.3,2.7,-0.2
Clc1ccc2c(Cl)c(-c3nnc(-c4ccccc4)o3)sc2c1,0.1,3.0,x,-0.5,x,-2.3,-1.5,-2.9,-1.1
COc1ccccc1N1CCN(C(=O)c2ccc(S(=O)(=O)N3CCCCCC3)cc2)CC1,2.9,-7.9,14.1,93.7*,1.9,2.4,-1.7,10.9*,2.3
NNc1nc2sc3c(c2c(=O)[nH]1)CCc1ccccc1-3,0.6,-9.2,6.7,6.9,-16.2,-1.0,2.6,1.6,0.1
